tolC growth inh = E. coli tolC mutant growth inhibition. AID 573. growth inhibition, % at 10 µM (by protocol). actives 2.2% (n = 65,000). E. coli BW25113 tolC mutant growth, OD615;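 active means growth inhibition at or above a cutoff equal to the mean over every tested compound plus 3 SD, cut at about 60% in these data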;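 further: growth measured after 20 h incubation at 37 °C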
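Doses: one dose of 10 µM final / Material: E. coli BW25113 ΔtolC::kan, tolC deletion mutant strain / Buffer or medium: LB with kanamycin 50 µg/mL / Evaluation: percent growth inhibition / Detection: optical density read at 615 nm / Incubation: 37 °C, 20 h exposure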
M1 ag = agonists of M1 muscarinic receptor. CHO-M1 cells, Fluo-4 calcium fluorescence, agonist mode; active compounds read high. B-score at 10 µM. actives 3% (n = 64,000). AID 626;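 active means fluorescence rise, raw or as B-score row- and column-corrected plate score, outside the 99.7% band of its plate's samples, either direction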
TNAP act DEA = human TNAP activation, intermediate phosphate acceptor. 64,000 tested, under 10 active. P05186. purified TNAP, CDP-star luminescence, 100 mM DEA, 30 min; active compounds read high; scale: 0 levamisole-inhibited, 1 vehicle-only enzyme. activation factor at 20 µM;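 active means activation factor of at least 2 at 20 µM, relative to controls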
SF-1 act = activates the human nuclear receptor SF-1; Q13285; CHO-K1 Gal4-SF-1 LBD luciferase reporter; % increase over DMSO SF-1-specific signal; activation, % at 10 µM; actives 1.9% (n = 65,000); AID 522;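 active means activation above the mean activation of all tested compounds plus 3 SD, cut at about 50% in these data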
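Test system: transient Gal4-SF-1 LBD reporter, CHO-K1; Amount: 4,000 CHO-K1 cells per well; Doses: 10 µM only; Timing: compound exposure 20 h at 37 °C; Signal: luciferase light emission; Read-out basis: percent activation relative to DMSO median and mock-transfected background; Control set: DMSO negative control and −SF1 background wells; Replicates: one test per compound.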
NADH coupling = inhibition of NAD/NADH coupling enzymes, library profiling | coupled PK/LDH NADH assays, four targets | IC50, µM (highest dose often 10 µM), for inactives: top-dose inhibition | actives 0.02% (n = 65,000) | AID 774;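 active means single-dose screening hits from any of four coupled enzyme assays that gave an IC50 when retested across doses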;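 further: the DPM-DC format reads NADH fluorescence rather than 340 nm absorbance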
Ec RNAP inh = Escherichia coli RNA polymerase inhibition. P0A8V2. AID 559. inhibition, %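 (tested at 10 µM)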. actives 0.2% (n = 62,000). E. coli RNA polymerase, fluorescence transcription assay; in the data active means inhibition above about 20%;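 further: 0% = enzyme without compound and 100% = no enzyme blank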
Target sequence (P0A8V2 whole entry, looked up): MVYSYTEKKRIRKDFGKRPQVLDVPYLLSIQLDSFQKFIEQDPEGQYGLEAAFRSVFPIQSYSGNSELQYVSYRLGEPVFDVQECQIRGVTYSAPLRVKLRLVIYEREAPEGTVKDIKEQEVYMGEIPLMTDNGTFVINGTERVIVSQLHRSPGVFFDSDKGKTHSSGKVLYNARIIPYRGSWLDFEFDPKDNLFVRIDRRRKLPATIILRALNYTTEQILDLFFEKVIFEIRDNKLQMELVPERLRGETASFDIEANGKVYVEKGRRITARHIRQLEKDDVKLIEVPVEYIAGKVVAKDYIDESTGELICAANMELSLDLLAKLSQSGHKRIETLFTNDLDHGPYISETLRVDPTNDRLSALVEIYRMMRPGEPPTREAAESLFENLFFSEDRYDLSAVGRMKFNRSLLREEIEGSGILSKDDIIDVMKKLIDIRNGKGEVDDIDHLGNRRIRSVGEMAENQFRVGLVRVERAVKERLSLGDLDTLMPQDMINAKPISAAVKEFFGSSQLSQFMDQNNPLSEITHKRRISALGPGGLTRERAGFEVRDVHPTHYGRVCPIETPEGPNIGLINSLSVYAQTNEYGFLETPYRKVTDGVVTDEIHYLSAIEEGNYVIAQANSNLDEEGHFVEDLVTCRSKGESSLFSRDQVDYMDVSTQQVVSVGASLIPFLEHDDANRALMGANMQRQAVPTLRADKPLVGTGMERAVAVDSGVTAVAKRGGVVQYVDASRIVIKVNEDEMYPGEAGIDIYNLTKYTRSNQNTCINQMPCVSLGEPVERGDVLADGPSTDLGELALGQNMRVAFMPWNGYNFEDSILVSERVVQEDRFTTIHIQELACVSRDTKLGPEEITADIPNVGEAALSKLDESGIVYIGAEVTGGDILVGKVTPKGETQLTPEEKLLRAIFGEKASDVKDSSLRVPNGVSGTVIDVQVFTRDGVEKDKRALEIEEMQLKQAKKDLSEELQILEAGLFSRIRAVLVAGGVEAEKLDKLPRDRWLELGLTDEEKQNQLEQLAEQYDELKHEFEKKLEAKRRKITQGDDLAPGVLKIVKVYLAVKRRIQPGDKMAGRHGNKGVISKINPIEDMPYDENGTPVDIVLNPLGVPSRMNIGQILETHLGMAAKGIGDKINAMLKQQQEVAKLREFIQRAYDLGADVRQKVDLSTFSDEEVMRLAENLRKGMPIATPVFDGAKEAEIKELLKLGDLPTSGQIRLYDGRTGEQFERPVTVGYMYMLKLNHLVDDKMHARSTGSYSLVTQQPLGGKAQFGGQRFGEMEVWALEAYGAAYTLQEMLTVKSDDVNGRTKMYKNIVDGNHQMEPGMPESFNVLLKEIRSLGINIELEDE
M1 antag = blocks the rat M1 muscarinic receptor response to acetylcholine; P08482; CHO-M1 cells, Fluo-4 calcium, ACh EC80 antagonist mode; active compounds read low; B-score at 10 µM; actives 3.4% (n = 64,000);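 active means calcium fluorescence response, raw or row-and-column corrected B-score, differing from the plate sample mean either way at a set confidence level, mostly lower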
RORA act = activates the human nuclear receptor RORA. P35398. CHO-K1 Gal4-RORA LBD luciferase reporter, luminescence; percent increase over mock-subtracted basal signal. activation, % at 10 µM. actives 1.5% (n = 65,000). AID 560;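 active means activation above the mean of all tested compounds plus 3 SD, cut at about 49% in these data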;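 further: 0% = DMSO-treated RORA cells and 100% = added signal equal to DMSO minus mock-transfected cells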
Fluor 339 460 = intrinsic fluorescence of library compounds, ex339/em460 – biochemical, MLSMR library, data from DPM-DC assay, artefact control, profiling panel; fluorescence fold increase at 10 µM; compound autofluorescence, ex339/em460 nm, NADH buffer; active compounds read high; 1 = no-compound wells, NADH background; actives 5.5% (n = 65,000);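 active means at 10 µM, mean starting fluorescence two-fold or more over control wells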;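 further: signal is the first read of a kinetic run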
An asterisk follows results filed as active; x = no result given; [ ] = another dose, or the depositor's remark.

SMILES,tolC growth inh,M1 ag,TNAP act DEA,SF-1 act,NADH coupling,Ec RNAP inh,M1 antag,RORA act,Fluor 339 460
O=C(Oc1ccc2ccccc2c1)c1ccco1,7,-0.32,0.9,1,2%,2,0.5,6,1.1
CC(C)Sc1nc2sc3c(c2c2nnc(SCC(=O)NCc4ccco4)n12)CCCC3,22,-0.035,0.9,-3,3%,4,-0.086,-8,1.1
Cc1cnc(C(=O)Nc2ccc(C(=O)N(C)C3CCCCC3)cc2)cn1,-2,0.14,1,-5,4%,1,0.0024,-13,1.1
COc1ccc(-c2cc(-c3c(O)c(OC)c4occc4c3OC)[nH]n2)cc1OC,43,0.52,1,-17,5%,x,-0.17,29,1.1
Fc1ccc2nc3[nH]c4ccccc4c3nc2c1,36,0.12,0.9,90*,6%,7,0.022,39,1.7
CCN1CCN(CCCNC(=O)C(NC(=O)C2CCC(C)CC2)C(C)C)CC1 (stereo not drawn),-17,0.11,0.9,-9,6%,1,1.1,16,1.1
CC(C)Cc1nc2n[nH]c(N)c2c2c1CCC2,6,-0.18,0.9,-3,5%,x,0.71,-12,1
COc1cccc2cc3c(=O)n(-c4ccccc4)nc-3oc12,2,-0.17,0.9,-9,19%,5,-0.096,27,0.29
COc1cccc(C2C(C(=O)c3ccco3)=C(O)C(=O)N2CCCN2CCOCC2)c1OC (stereo not drawn),-13,0.002,0.9,-10,3%,4,-0.13,-5,1.1
O=c1cc(-c2ccc(Cl)cc2)[nH][nH]1,32,0.046,0.8,-11,13%,14,0.98,3,1
Cc1cccc(-n2c(SCCC(=O)O)nnc2-c2cccs2)c1C,-7,0.15,1,0,4%,7,0.69,-4,1.3
Cc1onc(-c2ccccc2Cl)c1C(=O)Oc1cc(N)n(S(=O)(=O)c2ccc(F)cc2)n1,-4,-0.33,1.1,-16,1%,2,-0.21,-14,1.1
CCOC(=O)Cc1csc(NC(=O)CSc2nnc(C(C)C)n2CC)n1,-7,0.019,0.9,-4,2%,5,0.057,-6,0.99
CCSc1nncn1/N=C/c1ccc(OC)c(OC)c1,-4,1.4,0.9,44,4%,0,1.9,23,1.1
Cc1ccc(C(=O)NCCNC(=O)CN2CCOCC2)cc1,-9,0.6,0.9,0,5%,8,0.65,-5,1.1
Cc1oc(CSCC2CCCO2)cc1C(=O)O (stereo not drawn),-12,0.68,1,20,3%,6,-0.72,10,1.1
COC(=O)c1cccc(NC(=O)NC2CCCN2S(=O)(=O)c2ccc(Cl)cc2)c1 (stereo not drawn),7,-1.5,1.1,6,4%,4,0.047,-17,1
Cc1ccc(NC(=O)CS(=O)CC(=O)NCC2CCCO2)cc1 (stereo not drawn),-23,0.85,0.9,-8,2%,0,-1.7,-9,0.99
c1ccc(CSc2nnc(-c3ccncc3)o2)cc1,5,x,0.9,24,5%,2,x,16,1.1
CCSc1nnc(NC(=O)CSc2nccn2-c2cc(C)cc(C)c2)s1,28,-6.9e-05,1,9,5%,1,0.69,-17,1.1
Cc1cc(C)c2cc(CN(CC3CCCO3)C(=O)NC3CCCCC3)c(=O)[nH]c2c1 (stereo not drawn),32,0.038,1,7,5%,-11,-3.4*,-3,1.4
CCOC(=O)c1cccc(NC(=O)Cn2cc3c(n2)CCC(C)C3)c1 (stereo not drawn),5,-1.1,0.9,-13,1%,-3,-0.4,-9,1.1
N#Cc1nc(COc2ccccc2F)oc1NCCCn1ccnc1,5,-0.72,0.9,8,2%,10,-0.62,15,1.1
c1coc(CN2CN=C(Nc3nc4ccccc4s3)NC2)c1,-6,-0.37,1,15,1%,-7,0.016,22,1
N#Cc1nc(-c2ccccc2Cl)oc1N1CCCCC1,-4,-0.015,0.9,20,3%,0,-1,-4,2
CS(=O)(=O)N(CC(=O)N1CCN(c2cccc(Cl)c2)CC1)c1cccc(F)c1,14,-0.084,0.9,1,1%,7,-0.059,24,1.1
O=C(Nc1ccccc1)Nc1nncs1,-7,0.11,0.9,-1,12%,x,-0.0032,14,1.2
Cc1nn(C(C)(C)C)c(OC(=O)C2CCCC2)c1S(=O)(=O)c1ccccc1,57,1.7,1,-16,3%,2,-2,2,1.1
COC(=O)Cn1cnc(=O)c(C#N)c1/C=C/N(C)C,-7,-0.093,0.9,-2,0%,7,0.44,12,1.1
CCOC(=O)c1c(C)[nH]c2cc(Br)c(O)cc12,9,0.56,0.9,-21,3%,0,-0.61,-22,1.1

Arranged by formula weight (smallest number first): some entries from above
SMILES,tolC growth inh,M1 ag,TNAP act DEA,SF-1 act,NADH coupling,Ec RNAP inh,M1 antag,RORA act,Fluor 339 460
O=C(Nc1ccccc1)Nc1nncs1,-7,0.11,0.9,-1,12%,x,-0.0032,14,1.2
c1coc(CN2CN=C(Nc3nc4ccccc4s3)NC2)c1,-6,-0.37,1,15,1%,-7,0.016,22,1
Cc1cc(C)c2cc(CN(CC3CCCO3)C(=O)NC3CCCCC3)c(=O)[nH]c2c1 (stereo not drawn),32,0.038,1,7,5%,-11,-3.4*,-3,1.4

Additional entries:
SMILES,tolC growth inh,M1 ag,TNAP act DEA,SF-1 act,NADH coupling,Ec RNAP inh,M1 antag,RORA act,Fluor 339 460
CC(=O)N1CCc2cc(S(=O)(=O)NCCC(=O)Nc3cccc(C)c3C)ccc21,-26,-0.18,0.9,10,5%,0,1.3,-18,1.1
O=C(CN(Cc1ccco1)C(=O)CNS(=O)(=O)c1ccc(F)cc1)NCc1ccc(F)cc1,-2,0.54,6.1*,-4,10%,0,0.2,-27,1
COC(=O)c1cc(OC)c(OC)c(OC)c1NC(=O)c1ccc(S(=O)(=O)N(C)C)cc1,-14,0.35,0.9,4,4%,-2,-0.72,-23,1.1
C/C=C/Cn1c(SCCCc2ccccc2)nc2c1c(=O)[nH]c(=O)n2C,40,0.14,0.8,15,1%,4,-0.28,0,1.1
O=C(C1CC1)N1CCc2cc(Br)cc(S(=O)(=O)N3CCN(c4ccccn4)CC3)c21,18,0.01,1,-2,5%,1,-0.65,-26,1.1
O=C(c1ccccc1F)N(Cc1ccc(F)cc1)C1CCS(=O)(=O)C1 (stereo not drawn),-19,0.73,0.9,4,9%,9,1,5,1.1
CCCNC(=O)c1ccc(CNc2c(N3CCC(C(=O)OCC)CC3)c(=O)c2=O)cc1,-13,0.74,0.9,14,9%,6,-0.13,-8,1.1
O=C(NCc1cccs1)C1CCCN(c2ncccn2)C1 (stereo not drawn),-15,0.54,1,-17,2%,7,0.026,-4,1.2
O=C(c1ccc(F)cc1)N1CCN(C2CC3CCC2C3)CC1 (stereo not drawn),-9,-0.76,0.9,7,6%,4,-0.36,-4,1.1
O=S(=O)(c1ccc2c(c1)OCCO2)N1CCN(Cc2ccc3c(c2)OCO3)CC1,6,0.93,1,7,4%,4,-1,-17,1
O=c1[nH]c(N2CCc3ccccc32)nc2c1CCCC2,-8,-0.62,0.9,10,5%,10,-0.33,-22,0.99
C/C(O)=c1/ccc2cccc3nc(C)nc1c23,73*,114*,0.9,-1,13%,1,-0.86,-4,3*
Cc1cc(C)n2nc(SC3CCCCN(C(=O)c4ccc(F)cc4)C3=O)nc2n1 (stereo not drawn),-5,-0.27,0.9,0,2%,11,-0.82,4,1
Cc1cccc(-n2c(=O)[nH]c3c(C(N)=O)nc(CC(C)C)nc32)c1,-3,-0.003,1,-8,5%[fluoresces],-7,0.21,-29,5.1*
COc1ccc(Cn2c(C)nc3c(c2=O)c2nc4ccccc4nc2n3Cc2ccco2)cc1,-10,-0.83,0.8,-7,9%,7,0.19,-2,1.5
COc1cc(CC(=O)Oc2ccc3c(c2)OCO3)cc(OC)c1OC,-5,-0.48,0.8,-14,2%,9,0.12,-23,1
C=CCn1c(O)c(C2=c3ccccc3=NC2=O)sc1=Nc1ccc(O)cc1,100*,0.53,0.8,-1,3%,4,0.26,30,1.1
Cn1c(C(=O)OCC(=O)NCCc2ccccc2)cc2sccc21,-6,-0.53,0.9,5,7%,7,0.096,-2,1
COCc1cc(=O)[nH]c(/N=C(\N)Nc2ccc(C)cc2)n1,-15,-1,1.3,-20,6%,3,0.44,-2,1.1
OCCNCC1(O)C2CC3CC(C2)CC1C3 (stereo not drawn),-18,-0.3,0.9,-5,15%,11,0.006,10,1.1
O=C(Nc1ccon1)c1sc2ccccc2c1Cl,9,0.04,1,45,3%,-8,0.22,29,1.1
CCOc1cc2[nH]c(=S)n(CCCN3CCCC3=O)c(=O)c2cc1OCC,5,-0.00022,0.9,5,8%,0,0.078,-13,1.1
Cc1onc(-c2ccccc2)c1C(=O)Nc1cc(C(F)(F)F)ccc1N1CCOCC1,24,0.16,1,-2,4%,10,0.45,24,1
CN(C)CCN1C(=O)C(=O)/C(=C(/O)c2ccc(OCc3ccccc3)cc2)C1c1ccncc1 (stereo not drawn),-7,-0.65,0.9,13,1%,1,0.58,-24,1.2
CCCCc1nc2n[nH]c(N)c2c2c1CCC2,18,0.46,0.9,-13,6%,x,-0.053,-21,1.1
COC(=O)C1=C(C)N=C2SC(C)C(=O)N2C1c1ccc(C(=O)OC)cc1 (stereo not drawn),4,-0.032,0.9,3,1%,12,0.25,-9,1.1
O=C(CCC1CCCCC1=O)c1ccccc1 (stereo not drawn),-3,-0.18,1,3,2%,0,-0.49,-1,1.1
COC(=O)c1ccc(CSc2ccccc2C)o1,-7,-0.27,0.8,-3,7%,6,0.046,-2,1
CSCCC(NC(=O)c1ccco1)C(=O)O (stereo not drawn),2,0.2,0.9,0,1%,-9,-0.81,-8,1
Cc1cc(S(=O)(=O)N2CCCC2)c(C)s1,-13,0.39,1,-17,8%,6,0.78,-15,1.1
COC(=O)C1=C(C)N(c2ccc(F)c(Cl)c2)C(=O)C1,0,-1.3,0.9,-13,10%,3,-0.26,-2,1.1
CCc1nc2sc(C)c(C)c2c(=O)n1CCO,-12,0.4,0.9,-13,1%,2,-0.24,-16,1.1
COc1ccc(C2C(C(C)=O)=C(C)N=c3s/c(=C\c4ccco4)c(=O)n32)c(OC)c1 (stereo not drawn),30,-0.36,0.7,-11,1%,x,0.83,-19,1.1
CNC(=O)c1ccccc1NC(=O)c1ccc(C)c(S(=O)(=O)N2CCCCC2)c1,10,0.38,0.9,8,8%,-2,0.17,-9,1.1
c1ccc(-c2nc(NCc3ccco3)c3ccccc3n2)nc1,83*,-0.25,1.2,-76,3%,7,2.1,-39,1.1
CC1(c2ccccc2)NC(=O)N(CCN2C(=O)c3ccccc3C2=O)C1=O (stereo not drawn),-13,-1.1,1,4,7%,4,0.016,-3,1.1
CCCCCCc1cc2cc(C(=O)NC)c(=N)oc2cc1O,15,401*,1.1,7,6%[fluoresces],-47,-15*,2,2.3*
O=C(NCCO)c1cccc2c1C(=O)c1ccccc1-2,5,-0.23,0.8,-1,4%,6,0.046,-7,1
Cc1cc(C)nc(N2CCN(c3ncnc4c3cnn4Cc3ccc(Cl)cc3Cl)CC2)n1,-10,-0.37,0.9,-12,7%,11,-0.003,-5,1.1
O=C(NCCN1C(=O)C2C3C=CC(C3)C2C1=O)NCc1ccccc1 (stereo not drawn),-11,0.057,0.9,10,6%,12,-0.013,-12,1.1
